OX1R antag-1: antagonists of human orexin 1 receptor (OX1R); inhibition, % at 6.6 µM; Orexin/Hypocretin receptor type 1 (Homo sapiens), O43613; OX1R-expressing cells, FRET antagonist read-out; AID 485270, 2010; 330,000 compounds, 1.8% hits; in the data active = inhibition mostly above about 38%, no sharp cut-off; inactive = mostly below about 40%;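 note: 0% = agonist challenge alone and 100% = reference antagonist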
Target sequence (O43613 whole entry, looked up): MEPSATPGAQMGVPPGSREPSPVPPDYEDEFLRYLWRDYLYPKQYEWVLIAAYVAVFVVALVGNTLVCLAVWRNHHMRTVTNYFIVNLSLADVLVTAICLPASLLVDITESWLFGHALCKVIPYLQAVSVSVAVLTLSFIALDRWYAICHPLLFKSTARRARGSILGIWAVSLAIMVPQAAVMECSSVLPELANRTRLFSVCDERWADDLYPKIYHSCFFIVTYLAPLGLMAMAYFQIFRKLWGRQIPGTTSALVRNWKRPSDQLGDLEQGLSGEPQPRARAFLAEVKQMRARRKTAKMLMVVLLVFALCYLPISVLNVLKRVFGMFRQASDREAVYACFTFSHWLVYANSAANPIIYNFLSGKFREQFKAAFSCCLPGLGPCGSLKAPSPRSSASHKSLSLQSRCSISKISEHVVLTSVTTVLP
OX1R antag-2: OX1R (HCRTR1) antagonists, primary screen, fluorescence, CHO/OX1R cells, Fluo-8 calcium, orexin A; AID 434989, 2010; inhibition, % at 5 µM; Fluo-8 calcium fluorescence; 330,000 compounds, 0.43% hits;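 active = inhibition above its plate's threshold, mean inhibition of all tested compounds on the plate plus 3 SD, cut at about 37% in these data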;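 note: 0% = orexin A challenge wells and 100% = SB-334867-A antagonist wells; not every result past the cut was called active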
Numbers without * were called inactive.

OX1R antag-2	OX1R antag-1	canonical_smiles
-22	-3	COc1ccccc1/C=C(\C)C(=O)c1c(C)cc(C)[nH]c1=O
-12	11	Cc1cc(NC(=O)Nc2c[nH]c(=O)[nH]c2=O)ccc1Br
-10	13	CCCSc1nc(C)c(CC(=O)OCC)c(=O)[nH]1
-14	37	CC1(C)C(c2ccccc2)=NC(c2ccc(Br)cc2)N1O (configuration not stated)
-12	3	C/C(=N\O)C(=O)C(CN1CCCCC1)CN1CCCCC1
-12	2	CC(=O)Nc1ccc(S(=O)(=O)N[C@@H](C)C(=O)NC2CCCc3ccccc32)cc1 (some centres not stated)
-24	-1	COc1ccc(-c2nn(-c3ccccc3C)cc2CNC(C)Cn2cncn2)cc1F (configuration not stated)
-5	27	CSc1ccccc1NC(=O)Cc1ccccc1[N+](=O)[O-]
-5	8	FC(F)(F)c1cccc(OCc2nnc3n2CCC3)c1
-18	12	CCC1(CC)C(=O)C2=C3C1[C@H](C(=O)OC)CC(C(=O)OC)C[C@H]3[C@H]1C(=O)N(c3ccccc3)C(=O)[C@H]1[C@H]2C (some centres not stated)
13	-10	CCCNC(=O)C1CC(=O)N(c2ccc(OCc3ccc(Cl)cc3)cc2)C1 (configuration not stated)
-25	20	CC(C)C(=O)NNC(=O)CSc1nnc(-c2ccccc2)c(-c2ccccc2)n1

Additional structures:
OX1R antag-2	OX1R antag-1	canonical_smiles
-13	32	O=C(c1cnn(-c2ccc(Cl)cc2)c1)c1ccccc1O
-10	-4	COc1ccc(C(=O)OCC(=O)c2ccc3[nH]c(=O)[nH]c3c2)c(OC)c1OC
-2	3	Cc1cccc(C)c1OCc1nnc(NC(=O)CSc2ccc(Cl)cc2)s1
-30	4	COc1cccc(NS(=O)(=O)c2c(C(=O)N3CCCCCC3)c(C)n(C)c2C)c1
-8	17	CCn1cc(C(=O)OCC(=O)Nc2cccc(C)c2)c(=O)c2ccc(C)nc21
-32	3	CC(=O)N(C(C)=O)c1nc(-c2ccccc2)cn1/N=C/c1cccc([N+](=O)[O-])c1
-5	10	C=CCn1c(SCC(N)=O)nnc1-c1cccc(Br)c1
-4	34	O=C(C[n+]1cccc2ccccc21)c1ccccc1
-15	5	O=C(/C=C/c1cn(CC(O)CN2CCCCCC2)c2ccccc12)c1cccs1 (configuration not stated)
-15	14	O=C(Nc1cc2c3c(c1)CC(=O)N3CCC2)c1ccc(Br)cc1
-15	8	Clc1ccc2c(c1)CNc1c(ncnc1N1CCOCC1)O2
-22	16	CCOc1ccccc1C1N=C(c2ccc(OC)cc2)CC(c2ccccc2O)N1 (configuration not stated)

Going on with the list:
OX1R antag-2	OX1R antag-1	canonical_smiles
-2	26	CCOC(=O)C1(CC)NC(c2ccc(N(C)C)cc2)C2C(=O)N(C)C(=O)C21 (configuration not stated)
-10	12	CNC(=S)Nc1ccc(C)c(NC(=S)NC)c1
-20	17	CC(C)c1ccccc1N=C1SCCCN1C(=O)c1cccc(N2C(=O)CCC2=O)c1
-29	17	CCOC(=O)c1ccc(NC(=O)COc2coc(CN3CCc4ccccc43)cc2=O)cc1
-51	6	CC(C)CCNC(=O)C(c1ccco1)N(Cc1ccc(F)cc1)C(=O)c1snc(C(N)=O)c1N (configuration not stated)
-19	-2	COc1ccc(CN2CCNC(=O)C2CC(=O)NCCc2nc(C)c(C)s2)cc1C (configuration not stated)
-26	4	O=C(CSc1nnc(NC(=O)c2cc(Br)ccc2Cl)s1)NCC1CCCO1 (configuration not stated)
-21	10	O=C(CN1CCN(Cc2ccccc2)CC1)NC(c1ccccc1)c1ccccc1
-36	9	CN(CCn1ccnc1)Cc1cn(-c2ccccc2)nc1-c1ccc2c(c1)OCO2
-19	9	CC(C)(C)Nc1nc(NN)nc(NC(C)(C)C)n1
-10	7	O=C(NCCc1ccc(F)cc1)c1cc2ccccc2oc1=O
-11	4	COc1ccc(-c2c[n+](CC(=O)OC3CC(C)CCC3C(C)C)c3n2CCC3)cc1 (configuration not stated)

New compounds follow:
OX1R antag-2	OX1R antag-1	canonical_smiles
-12	10	Cn1c(=NC(=O)c2ccc3c(c2)OCCO3)sc2cc(S(C)(=O)=O)ccc21
-12	10	O=C(c1ccccc1)N(c1ccccc1)C1C=CS(=O)(=O)C1 (configuration not stated)
-15	16	Cn1c(SCC(=O)N2CCCc3ccccc32)nnc1-c1ccco1
-6	8	O=C(COc1ccc(Cl)cc1)NCCCNC(=O)c1ccccn1
-7	4	COc1cccc(N=C2C(=O)N3CCCc4cccc2c43)c1
-29	10	CN(C)c1ccc(-c2nnn(Cc3ccccc3Br)n2)cc1
0	9	CCNc1c(NC(=O)C2CCC(C)CC2)c(=O)oc2ccccc12 (configuration not stated)
-5	8	O=C(CN1C(=O)NC2(CCCCC2)C1=O)N1CCOCC1
-13	48*	Cc1c(NC(=O)C2CCCN2S(=O)(=O)c2cccc3nsnc23)cccc1C(=O)O (configuration not stated)
-8	4	COc1ccc(NC(=O)NC(=O)c2ccccc2)cc1
-16	7	Fc1ccc(-n2cc(-c3ccccc3)c3c(=S)nc[nH]c32)cc1
5	9	Cc1cc(O)cc(O)c1C=NCc1ccco1

Continued:
OX1R antag-2	OX1R antag-1	canonical_smiles
-6	-1	Cc1ccn2c(=O)nc(SCC(=O)NC3CCCC3)nc2c1
-3	13	Cn1c(=O)[nH]c(=O)c2c1nc(CN1CCN(c3ccc(F)cc3)CC1)n2CCN1CCOCC1
-26	23	CC1CC(NC(=O)c2c(O)nc3sccn3c2=O)CC(C)(C)C1 (configuration not stated)
-16	8	O=C(N/N=C/c1ccoc1)c1cccc(OC(F)(F)C(F)F)c1
-13	13	COc1ccccc1NC(=O)CN1C(=O)COc2ccc(S(=O)(=O)N3CCCCCC3)cc21
-13	7	O=C(N/N=C/c1cccc(OC(=O)c2ccc3c(c2)OCO3)c1)c1cncc(Br)c1
-8	14	COc1ccc(/C(C)=N/Nc2ccc(C(=O)O)cc2)c(OC)c1
8	26	COc1cc(NC(=O)C2CCCN2S(=O)(=O)c2ccc3c(c2)CC(C)N3C(C)=O)cc(OC)c1 (configuration not stated)
-28	-7	CCSc1nnc(NC(=O)COc2ccc3ccccc3c2)s1
-10	46	Cc1ccc(S(=O)(=O)N2CCC(N3CCN(C)CC3)CC2)cc1Cl
-39	4	CC(=O)NC(=S)c1c(N)n(Cc2ccccc2)c(=O)n(C)c1=O
-18	7	O=C(NC(=S)Nc1ccc2[nH]c(=O)[nH]c2c1)c1cc(Br)ccc1Cl

More records follow.
OX1R antag-2	OX1R antag-1	canonical_smiles
-12	6	COc1ccc(Cl)cc1C(=O)Nc1ccccc1N1CCCCC1
-5	10	O=C(NC1CCCC1)C1CCC(CNS(=O)(=O)c2cccs2)CC1 (configuration not stated)
-11	8	CCN(CC)S(=O)(=O)c1ccc(Cl)c(C(=O)OC)c1
-4	24	CC(C)n1c(NCCO)nc2ccccc21
-12	13	CC(=O)Nc1cccc(NC(=O)COC(=O)C2CC3CCCC(C2)C3=O)c1 (configuration not stated)
-27	12	CSc1ccc(CN(C)C(=O)c2cc(Cl)c3c(c2)OCCO3)cc1
-7	2	CC(=O)c1ccc(NC(=O)c2cc(CC(C)C)on2)cc1
-10	5	Cc1ccc(C(=O)Oc2ccc(C(=S)N3CCOCC3)cc2)cc1
-19	9	COc1ccc(CSc2nnc(SCc3ccc([N+](=O)[O-])cc3)s2)cc1
-4	-3	O=C(Cc1c[nH]c2ccccc12)N/N=C/c1ccc(F)cc1
-14	31	Cc1ccc(N2C(=O)CS/C2=N\C(=S)Nc2ccccc2)cc1
-43	13	CC12CCC(C(=O)N3CCN(c4ncccn4)CC3)(c3nc4ccccc4nc31)C2(C)C (configuration not stated)

(next part)
OX1R antag-2	OX1R antag-1	canonical_smiles
1	0	Cc1ccc(C(=O)N2CCC(C(=O)NCc3ccco3)CC2)cc1
-17	27	C=CCSc1nnc(NC(=O)c2cn(CC)c3nc(C)ccc3c2=O)s1
-6	9	CC1CCCC(NC(=O)COC(=O)c2ccc(Cl)nc2)C1C (configuration not stated)
-37	0	COC(=O)c1sccc1NC(=O)c1ccc(Cl)cc1
-15	1	CC(C)Oc1ccc(CCN=C(N)N=C(N)N)cc1Cl
2	72*	N#CC(C#N)=NNc1ccc([N+](=O)[O-])cc1
-5	15	CS(=O)(=O)N1CCc2cc(C(=O)Nc3ccc(Cl)cc3)ccc21
10	-6	CC(=O)c1cccc(NC(=S)NC(=O)Cc2ccc(Cl)cc2)c1
-15	5	CCOC(=O)N1CCC(N2CCN(S(=O)(=O)c3ccc(OC)cc3)CC2)CC1
-14	15	CC(=O)N1CCC(N(CCN2CCOCC2)C(=O)Nc2ccc(Cl)c(Cl)c2)CC1
-14	3	COC(=O)CCCCC(=O)OC
-38	26	CC1(C)Cc2c(sc3c2c(=N)n(Cc2ccco2)c(=O)n3Cc2ccc(F)cc2)CO1

Going on with the list.
OX1R antag-2	OX1R antag-1	canonical_smiles
-15	7	CN1CCCN(C(c2ccccc2)c2ccc(Cl)cc2)CC1 (configuration not stated)
-13	28	Cc1ccc(NC(=O)CCC(=O)N2CCC(C)CC2)c([N+](=O)[O-])c1
-46	21	CCOc1ccc2nc(CN3CCN(Cc4ccccc4OCC)C(CCO)C3)ccc2c1 (configuration not stated)
3	17	CCCC(=O)NC(=S)Nc1ccc(N2CCOCC2)c(Cl)c1
-14	6	Cn1c(CCn2ccccc2=O)nc2cc(NC(=O)COc3ccccc3)ccc21
-11	13	COc1ccc(N2CCN(C(CNC(C)=O)c3ccc4c(c3)OCO4)CC2)cc1 (configuration not stated)
-10	19	CCOC(=O)N1CCN(C(=O)CN(C)S(=O)(=O)c2ccc3c(c2)c(=O)n(C)c(=O)n3C)CC1
18	14	O=C(Cc1cccc2ccccc12)NNC(=O)Nc1ccc(Cl)cc1
-4	15	COCCCn1c(=S)[nH]c2sc3c(c2c1=O)CCCS3
-10	7	O=C(Nc1ccc(N2CCOCC2)cc1N1CCOCC1)c1cccs1
-13	26	COc1cc(O)c2c(c1)COC2=O
-39	6	CCOc1ccc(CCNC(=O)c2oc3c(c2C)-c2[nH]ncc2CC3)cc1OCC

The listing continues.
OX1R antag-2	OX1R antag-1	canonical_smiles
5	14	O=C(COC(=O)CN1C(=O)C2CCCCC2C1=O)Nc1ccc(S(=O)(=O)N2CCOCC2)cc1 (configuration not stated)
-21	17	Cc1ccc(-n2nc(C)c3c2OC(N)=C(C#N)C3c2ccco2)cc1 (configuration not stated)
-11	26	O=C(Cc1ccccc1[N+](=O)[O-])OCc1cccc([N+](=O)[O-])c1
-5	18	COCCCNC(=S)NNC(=O)c1cc(-c2ccncc2)nc2ccccc12
-4	20	COC(=O)c1ccc(/C=C/c2c(-c3ccc(OC)cc3)oc3ccc(N4CCOCC4)cc23)cc1
-28	18	COc1cccc(NC(=O)CSc2nc3c([nH]c4ccccc43)c(=O)n2C)c1
-21	20	CC(=O)c1ccc(NC(=O)C(C)Sc2ccccn2)cc1 (configuration not stated)
-1	6	O=C(CSc1nnc(Nc2ccccc2F)s1)NC1CCCC1
-17	32	O=C(Nc1ccc2c(c1)oc1ccccc12)c1ccc(Br)o1
-18	21	CCN(CC(=O)Nc1cccc(C#N)c1)CC(=O)Nc1cccc(OC)c1
-16	2	Cc1ccc(C2=NN(CCC(=O)NC3CCCC3)C(=O)CC2)cc1
1	8	CCN1C(=O)NC(c2ccccc2)(c2ccccc2)C1=O

Continued.
OX1R antag-2	OX1R antag-1	canonical_smiles
-26	3	COc1ccc(C(=O)NC(C)CCc2ccccc2)c(OC)c1 (configuration not stated)
-9	28	COc1ccc(/C(O)=C2\C(=O)C(=O)N(Cc3ccco3)C2c2cc(OC)ccc2OC)cc1 (configuration not stated)
-34	10	COc1ccc(NC(=O)CN(C)C(=O)C2(c3ccccc3)CCCC2)cc1
-40	12	Cc1ccc(NP(=O)(c2ccc(N(C)C)cc2NC(=O)c2cccs2)N2CCOCC2)cc1 (configuration not stated)
-3	12	Cc1nn2c(=O)cc(CSc3ccccc3NC(=O)c3ccccc3F)nc2s1
9	31	COc1ccccc1C(=O)N/C(=C/c1ccccc1)C(=O)Nc1ccc(C(=O)O)cc1

In the list so far, 16 contain an aryl thioether with sulfur outside any ring:
OX1R antag-2	OX1R antag-1	canonical_smiles
-10	13	CCCSc1nc(C)c(CC(=O)OCC)c(=O)[nH]1
-5	27	CSc1ccccc1NC(=O)Cc1ccccc1[N+](=O)[O-]
-25	20	CC(C)C(=O)NNC(=O)CSc1nnc(-c2ccccc2)c(-c2ccccc2)n1
-2	3	Cc1cccc(C)c1OCc1nnc(NC(=O)CSc2ccc(Cl)cc2)s1
-5	10	C=CCn1c(SCC(N)=O)nnc1-c1cccc(Br)c1
-26	4	O=C(CSc1nnc(NC(=O)c2cc(Br)ccc2Cl)s1)NCC1CCCO1 (configuration not stated)
-15	16	Cn1c(SCC(=O)N2CCCc3ccccc32)nnc1-c1ccco1
-6	-1	Cc1ccn2c(=O)nc(SCC(=O)NC3CCCC3)nc2c1
-28	-7	CCSc1nnc(NC(=O)COc2ccc3ccccc3c2)s1
-27	12	CSc1ccc(CN(C)C(=O)c2cc(Cl)c3c(c2)OCCO3)cc1
-19	9	COc1ccc(CSc2nnc(SCc3ccc([N+](=O)[O-])cc3)s2)cc1
-17	27	C=CCSc1nnc(NC(=O)c2cn(CC)c3nc(C)ccc3c2=O)s1
-28	18	COc1cccc(NC(=O)CSc2nc3c([nH]c4ccccc43)c(=O)n2C)c1
-21	20	CC(=O)c1ccc(NC(=O)C(C)Sc2ccccn2)cc1 (configuration not stated)
-1	6	O=C(CSc1nnc(Nc2ccccc2F)s1)NC1CCCC1
-3	12	Cc1nn2c(=O)cc(CSc3ccccc3NC(=O)c3ccccc3F)nc2s1

Screens: PubChem, The Scripps Research Institute Molecular Screening Center
